Bioassay records from PubChem BioAssay.
IAP activation – activators of mouse IAP, confirmation, biochemical, luminescence, single concentration (AID 434970); activity change, negative = activation, % at 10 µM; purified mouse IAP, CDP-Star luminescence, 30 min; hits give low values; 11,000 compounds, 2.9% hits; in the data active means activity change below about -85%;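 further: percent relative to enzyme plus DMSO wells and wells without enzyme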
IAP activation Fold change – second read-out of IAP activation, no call of its own (marks repeat the call); activation factor; measured here: IAP activation factor; hits give high values;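 fold luminescence change scaled to plate control wells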
Starred values were filed as active, the others as inactive. Some of the compounds tested; rates above refer to the full screens.

SMILES	IAP activation	IAP activation Fold change
O=C1NC(=O)N(Cc2ccco2)C(=O)/C1=C\c1cccn1CCOc1ccccc1	50.6	0.494
O=P1(Nc2cccnc2)COc2ccccc2OC1	0.5	0.996
CN1CCN(c2ncnc3ccc(Br)cc23)CC1	6.7	0.933
CCOC(=O)C(NC(=O)CC)(Nc1ccc(C(O)(C(=O)OCC)C(F)(F)F)cc1C)C(F)(F)F (stereo unspecified)	-2.9	1.03
Cc1ccccc1-n1c(C)nc2sccc2c1=O	-3.8	1.04
CCOP(=O)(C(NC(=O)c1ccccc1Cl)=C(Cl)Cl)c1ccccc1 (stereo unspecified)	-6.6	1.07
O=C1NC(=S)N(c2ccc(F)cc2)C(=O)/C1=C/c1ccco1	60.2	0.398
Cc1ccccc1Cc1c(C)nc2nc(SCC(=O)N3CCC4(CC3)OCCO4)nn2c1C	6.6	0.934
N#Cc1ccccc1Cn1cc(C(=O)c2ccco2)c2ccccc21	9.6	0.904
CC1=[N+]([O-])C2(N)CCc3nonc3C2(O)C1 (stereo unspecified)	0.7	0.993
CCN(CC)c1ccc(/C=C2\C(=O)NC(=O)N(Cc3ccco3)C2=O)cc1	53.2	0.468
O=C(CN1CCCCC1)NCC(=O)Nc1ccc(Br)cc1C(=O)c1ccccc1	7.6	0.924
CC(=NCCCN1CCOCC1)c1c(O)n(Cc2ccccc2)c(=O)[nH]c1=O	-11.4	1.11
COc1ccccc1-n1c(O)c(C=NCCN2CCNCC2)c(=O)[nH]c1=O	-2.4	1.02

Retrieved by structure from the list above, 2 records:
SMILES	IAP activation	IAP activation Fold change
CN1CCN(c2ncnc3ccc(Br)cc23)CC1	6.7	0.933
CCOC(=O)C(NC(=O)CC)(Nc1ccc(C(O)(C(=O)OCC)C(F)(F)F)cc1C)C(F)(F)F (stereo unspecified)	-2.9	1.03

Some of the entries so far, with bars between the fields.
molecule | IAP activation | IAP activation Fold change
Cc1ccccc1-n1c(C)nc2sccc2c1=O | -3.8 | 1.04
Cc1ccccc1Cc1c(C)nc2nc(SCC(=O)N3CCC4(CC3)OCCO4)nn2c1C | 6.6 | 0.934
CCOC(=O)C(NC(=O)CC)(Nc1ccc(C(O)(C(=O)OCC)C(F)(F)F)cc1C)C(F)(F)F (stereo unspecified) | -2.9 | 1.03
CC1=[N+]([O-])C2(N)CCc3nonc3C2(O)C1 (stereo unspecified) | 0.7 | 0.993
CC(=NCCCN1CCOCC1)c1c(O)n(Cc2ccccc2)c(=O)[nH]c1=O | -11.4 | 1.11
